Bioassay records (PubChem)
L3MBTL1 inh – blocks human L3MBTL1. Potency, µM (doses to about 57.1 µM), for inactives: at the highest dose activity, negative = inhibition, hits mostly inhibitors. AlphaScreen L3MBTL1–H3K9me1 peptide binding. Q9Y468. hit rate 0.66% among 230,000; active means well fitted inhibition curve with a large enough effect; inconclusive means small, poorly fitted or top-dose-only effect; inactive means no such curve, though single readings can be large or run the other way; further: nearly all actives have a fitted effect of over 60% in size
Target sequence (Q9Y468 whole entry, looked up): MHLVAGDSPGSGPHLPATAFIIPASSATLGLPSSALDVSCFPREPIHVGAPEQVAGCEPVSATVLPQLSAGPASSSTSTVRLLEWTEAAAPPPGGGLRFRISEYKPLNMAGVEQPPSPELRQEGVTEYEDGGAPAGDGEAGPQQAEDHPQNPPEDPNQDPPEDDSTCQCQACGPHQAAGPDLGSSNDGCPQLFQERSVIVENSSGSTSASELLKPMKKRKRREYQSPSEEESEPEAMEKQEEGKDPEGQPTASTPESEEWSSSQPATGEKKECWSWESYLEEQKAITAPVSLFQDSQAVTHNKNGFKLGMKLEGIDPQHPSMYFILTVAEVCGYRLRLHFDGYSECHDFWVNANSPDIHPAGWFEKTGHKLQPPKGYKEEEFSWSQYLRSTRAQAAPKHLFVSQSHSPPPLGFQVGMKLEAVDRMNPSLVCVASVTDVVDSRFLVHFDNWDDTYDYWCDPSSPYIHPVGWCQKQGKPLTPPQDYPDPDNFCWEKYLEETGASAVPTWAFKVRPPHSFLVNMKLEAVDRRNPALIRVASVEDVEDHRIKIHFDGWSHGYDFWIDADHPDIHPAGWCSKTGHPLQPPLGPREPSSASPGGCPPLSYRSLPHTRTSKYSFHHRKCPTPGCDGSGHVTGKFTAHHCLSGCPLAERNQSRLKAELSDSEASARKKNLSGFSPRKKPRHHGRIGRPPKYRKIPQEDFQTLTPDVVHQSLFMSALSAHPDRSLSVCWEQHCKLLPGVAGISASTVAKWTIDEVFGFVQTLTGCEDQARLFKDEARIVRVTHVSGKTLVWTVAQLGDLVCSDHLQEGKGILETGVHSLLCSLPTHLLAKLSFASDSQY
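Displacement of a biotinylated histone H3(1-15) peptide monomethylated at Lys9 (75 nM) from L3MBTL1 (50 nM) was measured by AlphaScreen after a 30 min room-temperature compound incubation; cefsulodin titration served as intraplate control.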
The depositor's hits bear a star; u = inconclusive; [ ] = another dose, or the depositor's remark. On the % scale 0 is the no-effect control and ±100 the full control effect; potency means the concentration at half of the fitted maximal effect.

compound	L3MBTL1 inh
CC(C)(C)OC(=O)NCc1ccc(CNC(=O)c2nc[nH]c2C(=O)N2CCN(C(=O)OC(C)(C)C)CC2)cc1	2.1%
CCCCN(C(=O)C1CSC2(C)CCC(=O)N12)c1c(N)n(CC(C)C)c(=O)[nH]c1=O (centres undefined)	4.1%
CC(C)(C)NC(=O)c1ccc2c(c1)C(=O)N(Cc1ccco1)C2=O	0.1%[2.29 µM]
COc1ccc(OCCOc2ccc(/C=C3\C(=N)N4N=C(C)SC4=NC3=O)cc2)cc1	0.3%
O=C1C=C(c2ccc3c(c2)OCCO3)C[C@@H](c2ccc(F)cc2)C1	-4.6%
COCCn1c(SCC(=O)NC2CCCC2)nc2ccccc2c1=O	-2.9%
CC(OC(=O)CCN=C1NS(=O)(=O)c2ccccc21)C(=O)NCc1ccccc1 (centres undefined)	-2.3%
c1ccc(-c2ccc(OCCN3CCOCC3)cc2)cc1	1.2%
O=C(Nc1ccncc1)c1cccc(S(=O)(=O)N2CCN(c3ccc(F)cc3)CC2)c1	-14.1%
COc1ccc(S(=O)(=O)N(C)C[C@H]2Oc3ccc(NC(=O)CCC(F)(F)F)cc3C(=O)N([C@H](C)CO)C[C@@H]2C)cc1	7.2%
O=C1CCN(CCCc2ccccc2)CCN1[C@H](CO)Cc1ccccc1	6.3%
NC(=O)c1ccc(NC(=O)COC(=O)C2CCN(S(=O)(=O)c3cccs3)CC2)cc1	-1.0%
N#Cc1ccc(CN2CCN(C(=O)c3cc(Cl)c4c(c3)OCCO4)CC2)cc1	2.2%
C[C@H](CO)N1C[C@H](C)[C@@H](CN(C)Cc2ccncc2)Oc2c(NC(=O)c3ccncc3)cccc2C1=O	-1.0%
CC1CCCC(C)N1S(=O)(=O)c1ccc(NC(=O)CCN2C(=O)C3CC=CCC3C2=O)cc1 (centres undefined)	1.3%
CCCc1ccc(OCC(O)CN2CCc3ccccc3C2)cc1 (centres undefined)	10.3%
Cc1noc(C)c1NC(=O)N(C)C[C@H]1Oc2c(NC(=O)C3CCCCC3)cccc2C(=O)N([C@H](C)CO)C[C@@H]1C	0.6%
CC(C)NC(=O)CN1C(=O)c2cccc3cccc1c23	9.1%
COc1ccc(CN2CCN(Cc3c[nH]c4ccccc34)CC2CCO)cc1C (centres undefined)	-16.2%
Cc1ccc(S(=O)(=O)N2CCN(Cc3nnc(-c4c(-c5ccccc5)noc4C)o3)CC2)cc1	-1.4%
CCOc1ccc(C(=O)NNC(=O)CN2C(=O)NC3(CCCC3)C2=O)cc1	3.1%
C=CC[C@@H](CC(=O)N[C@H](CO)Cc1ccccc1)C(=O)N[C@H](COC(=O)[C@@H](CC=C)Cc1ccc(F)cc1)Cc1c[nH]c2ccccc12	-1.2%
O=C(CSc1nc(C(F)(F)F)cc(=O)[nH]1)N1CCOCC1	2.8%
O=[N+]([O-])c1cc([N+](=O)[O-])c(Oc2cc(Cl)ccc2Cl)cc1NC1CCCCCCC1	-0.4%
O=[N+]([O-])c1ccc(C(O)C[n+]2ccccc2)cc1 (centres undefined)	3.7%[2.29 µM]
CCCCNC(=S)N(CCN(CC)CC)Cc1cc2cc3c(cc2[nH]c1=O)OCO3	-3.6%
CCOC(=O)C1=CN(Cc2ccco2)S(=O)(=O)N(CC)C1c1cccc(OC)c1 (centres undefined)	-4.5%
COc1ccc(CCC(C)NCc2ccc(F)cc2)cc1 (centres undefined)	-8.3%
Cc1ccc(NC(=O)COc2ccccc2C(=O)NCc2ccccc2)cc1	-2.7%
COc1ccc(CCNC(=O)C(=O)NCC2CCCN2S(=O)(=O)c2ccccc2)cc1 (centres undefined)	1.2%
COc1ccc(NC(=O)N(C)C[C@H]2Oc3ccc(NC(=O)C4CC4)cc3CC(=O)N([C@@H](C)CO)C[C@@H]2C)cc1	6.1%
C[C@H](CO)N1C[C@H](C)[C@@H](CN(C)C(=O)NC2CCCCC2)Oc2ccc(NC(=O)C3CCCCC3)cc2C1=O	30.3%[activator]
O=C(Cc1ccccc1)Nc1cccc(S(=O)(=O)N2CCCCCC2)c1	-3.9%
Oc1ccc(C[C@H]2CNCCN2CCC23CC4CC(CC(C4)C2)C3)cc1	1.8%
CC(CCc1ccccc1)NC(=O)CN1C(=O)NC2(CCCCC2C)C1=O (centres undefined)	-5.9%
C[C@H](NC(=O)c1ccco1)C(=O)Nc1cc(S(=O)(=O)N2CCCC2)ccc1OCC(F)(F)F	0.6%

18 neighbouring records out of the list so far, quoted:
compound	L3MBTL1 inh
CCCc1ccc(OCC(O)CN2CCc3ccccc3C2)cc1 (centres undefined)	10.3%
Cc1noc(C)c1NC(=O)N(C)C[C@H]1Oc2c(NC(=O)C3CCCCC3)cccc2C(=O)N([C@H](C)CO)C[C@@H]1C	0.6%
CC(C)NC(=O)CN1C(=O)c2cccc3cccc1c23	9.1%
COc1ccc(CN2CCN(Cc3c[nH]c4ccccc34)CC2CCO)cc1C (centres undefined)	-16.2%
Cc1ccc(S(=O)(=O)N2CCN(Cc3nnc(-c4c(-c5ccccc5)noc4C)o3)CC2)cc1	-1.4%
CCOc1ccc(C(=O)NNC(=O)CN2C(=O)NC3(CCCC3)C2=O)cc1	3.1%
C=CC[C@@H](CC(=O)N[C@H](CO)Cc1ccccc1)C(=O)N[C@H](COC(=O)[C@@H](CC=C)Cc1ccc(F)cc1)Cc1c[nH]c2ccccc12	-1.2%
O=C(CSc1nc(C(F)(F)F)cc(=O)[nH]1)N1CCOCC1	2.8%
O=[N+]([O-])c1cc([N+](=O)[O-])c(Oc2cc(Cl)ccc2Cl)cc1NC1CCCCCCC1	-0.4%
O=[N+]([O-])c1ccc(C(O)C[n+]2ccccc2)cc1 (centres undefined)	3.7%[2.29 µM]
CCCCNC(=S)N(CCN(CC)CC)Cc1cc2cc3c(cc2[nH]c1=O)OCO3	-3.6%
CCOC(=O)C1=CN(Cc2ccco2)S(=O)(=O)N(CC)C1c1cccc(OC)c1 (centres undefined)	-4.5%
COc1ccc(CCC(C)NCc2ccc(F)cc2)cc1 (centres undefined)	-8.3%
Cc1ccc(NC(=O)COc2ccccc2C(=O)NCc2ccccc2)cc1	-2.7%
COc1ccc(CCNC(=O)C(=O)NCC2CCCN2S(=O)(=O)c2ccccc2)cc1 (centres undefined)	1.2%
COc1ccc(NC(=O)N(C)C[C@H]2Oc3ccc(NC(=O)C4CC4)cc3CC(=O)N([C@@H](C)CO)C[C@@H]2C)cc1	6.1%
C[C@H](CO)N1C[C@H](C)[C@@H](CN(C)C(=O)NC2CCCCC2)Oc2ccc(NC(=O)C3CCCCC3)cc2C1=O	30.3%[activator]
O=C(Cc1ccccc1)Nc1cccc(S(=O)(=O)N2CCCCCC2)c1	-3.9%

Continuation:
compound	L3MBTL1 inh
COCCNC(=O)c1cccc(OC2CCN(Cc3ccccc3C)CC2)c1	-0.5%
O=C(CSc1nc2nn(-c3ccccc3)c(=O)c-2c2n1CCCCC2)c1ccc(OC(F)F)cc1	-11.8%
CN(C)CCCNc1ncnc2c1c(-c1ccccc1)cn2-c1ccccc1	-19.2%
Cc1cnc(C(=O)Nc2ccc(S(=O)(=O)N(C(C)C)C(C)C)cc2)cn1	-2.5%[2.29 µM]
COc1c2ccoc2c(OC[C@@H](OC(C)=O)C(C)(C)O)c2oc(=O)ccc12	21.6%
CCCCNc1c(-c2ccc(OC)c(Sc3ccc(OC)cc3)c2)nc2cnccn12	-9.1%
O=C(NCC1CCCN1S(=O)(=O)c1cccs1)C(=O)Nc1ccc(F)cc1F (centres undefined)	-4.7%
CCc1nc2ccccc2c(C(=O)OCC(=O)N(C)Cc2ccccc2)c1C	8.0%
CCCN(CC(=O)Nc1ccc(F)c(F)c1F)C(=O)c1ccc(N2CCCC2=O)cc1	1.1%
Cc1ccc(C2=NS(=O)(=O)N(C)C(C(=O)NC(C)c3ccccc3)=C2)cc1 (centres undefined)	-0.6%
O=C(COC(=O)/C=C/c1cccc(Br)c1)NCc1cccs1	-0.3%
COc1cccc(NC(=O)CN(C)C(=O)c2cc(-c3ccccc3)nc3ccccc23)c1	-18.7%
O=[N+]([O-])c1ccccc1/C=N\N1CCN(Cc2ccccc2Cl)CC1	-37.4%
COc1ccc(C)cc1NC(=O)CN1c2cccc3cccc(c23)S1(=O)=O	14.6%
O=C(COC(=O)c1ccc[nH]c1=O)NCCCc1ccccc1	4.0%
Cc1ccc(S(=O)(=O)CCC(=O)OCC(=O)Nc2cc(F)ccc2C)cc1	0.1%
CC1CCCC(NC(=O)CN(C)CC(=O)Nc2cccc(F)c2)C1C (centres undefined)	2.9%
CC(=O)c1ccc(S(=O)(=O)N2CCN(CCOc3ccccc3)CC2)cc1	8.6%
COc1cccc(CNC(=O)CSCC(=O)Nc2ccc(C)cc2)c1	-11.0%
CCOC(=O)Cc1csc(NC(=O)CCCc2ccccc2)n1	-14.9%
Cc1ccc(C(=O)Nc2cccnc2Cl)cc1Cl	7.5%
CC(NC(=O)C1CCN(C(=O)Nc2ccccc2)CC1)c1ccccc1 (centres undefined)	1.5%
CC(C)C(NS(=O)(=O)c1ccc2c(c1)Cc1cc(S(=O)(=O)NC(C(=O)O)C(C)C)ccc1-2)C(=O)O (centres undefined)	8.4%
CC(=O)Nc1ccc(C(=O)NN2C(=O)NC3(CCCCC3)C2=O)cc1	3.4%
Cc1ccc(S(=O)(=O)N2CCCCC2)cc1NC(=O)CCNC(=O)c1ccc([N+](=O)[O-])cc1	-6.2%
CC(C)c1ccc(S(=O)(=O)N2CCN(C(=O)CN3C(=O)NC(C)(c4ccccc4)C3=O)CC2)cc1 (centres undefined)	-0.1%
CC1(C2CC2)NC(=O)N(CC(=O)Nc2ccc(SC(F)F)cc2)C1=O (centres undefined)	35.1%[activator]
COc1cc(CCCN2CCNC[C@H]2Cc2cccc3ccccc23)cc(OC)c1OC	-8.7%
COc1cccc(CN(C)C(=O)c2cccc(NC(=O)CC3SC(N4CCCCC4)=NC3=O)c2)c1OC (centres undefined)	-2.0%
CC1CCC(NS(=O)(=O)c2ccc(Cl)s2)CC1 (centres undefined)	13.5%
CC(=O)c1ccc(S(=O)(=O)N2CCN(c3nc(-c4cccnc4)nc4ccccc34)CC2)cc1	-5.6%
CCN(CC(=O)NCc1ccc(Cl)cc1)C(=O)c1cccc(S(=O)(=O)Nc2ccc(OC)cc2)c1	-2.5%
CC(Sc1nnc(C2CC2)n1C1CC1)C(=O)c1ccc(F)cc1 (centres undefined)	-6.4%
CCC(=O)N1N=C(c2ccc(NS(=O)(=O)c3ccccc3)cc2)CC1c1ccco1 (centres undefined)	-0.6%
O=C(CNC(=O)c1ccc(OC(F)F)cc1)NCc1ccccn1	3.0%
COc1cc2sc(-c3ccccc3OC)c(-c3ccc(OCCN4CCOCC4)cc3)c2cc1OC	-18.0%
Nn1c(-c2ccccc2)nc2cc(Cl)ccc2c1=O	-9.5%
COc1cc(C(=O)COC(=O)C2CC2(Cl)Cl)cc(OC)c1OC (centres undefined)	3.2%
Cn1cccc1C(=O)OCC(=O)N1CCN(c2ccccc2)CC1	-1.1%
C[C@]12c3[nH]c4ccccc4c3CCN1C(=O)C(CC(=O)NCc1cccc(C(F)(F)F)c1)C[C@@H]2C(=O)N1CCOCC1 (some centres undefined)	-2.2%
O=C(NCCc1ccco1)c1ccc(OCc2cn3ccccc3n2)cc1	u
Nc1ccccc1C(=O)NC12CC3CC(CC(C3)C1)C2	4.0%
CCOc1ccc(S(=O)(=O)NCCC(=O)Nc2ccncc2)cc1	1.9%
CC(=O)c1ccccc1NS(=O)(=O)c1cccc2nsnc12	31.6µM*
NC(=O)c1ccsc1NC(=O)COC(=O)c1nc(Cl)ccc1Cl	-15.6%
O=C(NNS(=O)(=O)c1ccccc1[N+](=O)[O-])c1cccc(Br)c1	-1.2%
O=C(COC(=O)c1ccccc1)NC12CC3CC(CC(C3)C1)C2	5.7%

The list is partial; the hit share may differ from the screen's.
